Compound activity from PubChem BioAssay.
GAA inhib: inhibitors of human lysosomal alpha-glucosidase; P10253; Potency, µM (top dose mostly 76.9 µM), inactives show top-dose activity change, negative = inhibition, actives largely listed as inhibitors; actives 0.005% (n = 200,000); purified human GAA, 4-MU-alpha-glucoside fluorescence;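 also: plate controls were uninhibited enzyme wells for no effect and no-enzyme background for full effect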
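qHTS format, compound range up to 77 uM. Human lysosomal enzyme at 4 nM, 400 uM 4-MU glucoside substrate, pH 5.0, 20 min room temperature; fluorescence after alkaline stop gives activity normalized to controls.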
RECQ1 helicase: inhibitors of human RECQ1 DNA helicase; Potency, µM (titrated, usually from 57.3 µM), inactives show top-dose activity, negative = inhibition, actives largely listed as inhibitors; RECQ1 DNA unwinding, red fluorescence kinetic read; P46063; actives 0.54% (n = 240,000);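 also: plate controls were vehicle for no effect and no enzyme for full effect; nearly all actives have a fitted effect of over 30% in size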
Target sequence (P46063 whole entry, looked up): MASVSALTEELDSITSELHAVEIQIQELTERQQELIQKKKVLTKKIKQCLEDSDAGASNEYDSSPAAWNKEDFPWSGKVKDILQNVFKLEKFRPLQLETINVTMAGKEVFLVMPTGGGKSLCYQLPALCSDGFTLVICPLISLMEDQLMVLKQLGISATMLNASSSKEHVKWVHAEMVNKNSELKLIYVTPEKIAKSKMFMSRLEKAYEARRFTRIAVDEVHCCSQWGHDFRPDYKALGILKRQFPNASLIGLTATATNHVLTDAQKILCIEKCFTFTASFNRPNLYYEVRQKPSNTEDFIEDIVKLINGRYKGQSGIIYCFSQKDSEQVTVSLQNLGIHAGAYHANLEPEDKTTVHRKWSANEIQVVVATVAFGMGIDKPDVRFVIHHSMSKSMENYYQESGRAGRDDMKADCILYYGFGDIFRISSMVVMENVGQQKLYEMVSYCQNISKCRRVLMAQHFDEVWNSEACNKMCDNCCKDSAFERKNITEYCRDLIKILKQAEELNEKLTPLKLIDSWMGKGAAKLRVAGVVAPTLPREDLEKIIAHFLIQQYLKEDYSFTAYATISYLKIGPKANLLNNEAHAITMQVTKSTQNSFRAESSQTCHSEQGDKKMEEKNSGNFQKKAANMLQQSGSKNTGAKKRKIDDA
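RECQ1T1 50 nM; forked duplex (20 bp + 30-nt ss tails) 200 nM, ATP 2 mM final; pH 8.0, 2 mM MgCl2, 2.5 ug/ml poly(dI-dC); 15 min compound preincubation; discontinuous kinetic read over 2 h at RT.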
TRb-SRC2 inh: disrupts binding of human TR beta to SRC2 | P10828 | TRbeta-SRC2 peptide binding, fluorescence polarization; receptor liganded with 1 µM T3 | Potency, µM (top dose mostly 106 µM), for inactives: top-dose activity change, negative = inhibition, usual class: inhibitors | actives 0.065% (n = 280,000) | AID 1469;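 also: plate controls were bound peptide for no effect and peptide without receptor for full effect; nearly all actives have a fitted effect of over 50% in size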
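A fluorescence polarization screen tested compounds at multiple concentrations against complex formation between 0.6 uM TRb ligand-binding domain and 20 nM Texas Red SRC2 peptide, with 1 uM T3 present; readout after 5 hr.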
L3MBTL1 inh: blocks human L3MBTL1 | Q9Y468 | actives 0.66% (n = 230,000) | AlphaScreen L3MBTL1–H3K9me1 peptide binding | Potency, µM (doses to about 57.1 µM), without a hit: top-dose activity, negative = inhibition, usual class: inhibitors; also: nearly all actives have a fitted effect of over 60% in size
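AlphaScreen assay: L3MBTL1 (50 nM final) was preincubated 30 min at room temperature with biotinylated H3(1-15)K9me1 peptide (75 nM final), then 30 min with library compounds; streptavidin donor and nickel chelate acceptor beads (10 ug/mL final) added, 30 min dark.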
GAA spleen mod: lysosomal alpha-glucosidase (human) modulation; P10253; Potency, µM (top dose mostly 79.9 µM), for the others: top-dose activity change, negative = inhibition, actives largely listed as inhibitors; actives 0.006% (n = 240,000); AID 2112; human spleen homogenate, 4-MU-alpha-glucoside fluorescence;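 also: 0% = enzyme with vehicle and -100% = no enzyme basal signal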
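Human spleen homogenate (1 ug) with 4-methylumbelliferyl-alpha-D-glucopyranoside (1 mM final) in 50 mM citrate/phosphate pH 5.0, 0.01% Tween-20; 40 min at 37 C. Stopped at pH 10; 4-MU fluorescence Ex 365/Em 440 nm; AC50 by Hill fit.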
GoLoco inh red: blocks human Gai1 binding to RGS12 GoLoco peptide, red readout | P63096 | Gai1:RGS12 GoLoco peptide FP, rhodamine, 10 min | Potency, µM (doses to about 61.6 µM), for inactives: top-dose activity, negative = inhibition, actives largely listed as inhibitors | actives 0.44% (n = 230,000) | AID 880; active = well fitted inhibition curve with a large enough effect, not every such curve was filed as active; inactive = no such curve, though single readings can be large or run the other way; also: nearly all actives have a fitted effect of over 30% in size; many of its hits are not listed in these tables
Target sequence (P63096 whole entry, looked up): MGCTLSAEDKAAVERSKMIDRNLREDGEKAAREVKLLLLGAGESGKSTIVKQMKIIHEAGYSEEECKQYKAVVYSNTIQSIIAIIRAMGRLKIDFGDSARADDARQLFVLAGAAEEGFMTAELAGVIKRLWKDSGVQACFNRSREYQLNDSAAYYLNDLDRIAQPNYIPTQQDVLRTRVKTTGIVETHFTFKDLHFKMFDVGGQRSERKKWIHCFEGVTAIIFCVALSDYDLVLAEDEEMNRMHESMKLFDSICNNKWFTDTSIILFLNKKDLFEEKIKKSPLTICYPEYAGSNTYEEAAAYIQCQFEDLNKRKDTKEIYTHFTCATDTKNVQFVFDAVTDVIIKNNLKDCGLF
TexasRed fluor: counter-screen for TRb-SRC2 inhibitors: fluorescence interference; Potency, µM (top dose mostly 106 µM), inactives show at the top dose fluorescence change, negative = quenching; TRb/SRC2 Texas Red total fluorescence interference; actives 0.29% (n = 280,000); active = well fitted curve in either direction with a large enough effect; inconclusive = small, poorly fitted or top-dose-only effect
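Flags fluorescent or light-absorbing compounds by total fluorescence, S + 2P, at 555 nm excitation and 632 nm emission. Mixture: 20 nM Texas Red SRC2 peptide, 0.6 uM human TRb LBD, 1 uM T3, 5% DMSO; compound exposure 5 h at ambient temperature.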
GAA glycogen: GAA glycogen-cleavage inhibition or activation; P10253; recombinant GAA, glycogen substrate, Amplex Red glucose oxidase fluorescence; Potency, µM (series often up to 76.4 µM), without a hit: at the highest dose activity change, negative = inhibition, most hits filed as inhibitors; actives 0.38% (n = 300,000); AID 2100;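 also: 0% = full enzyme reaction and -100% = no-enzyme basal signal; the screen sought inhibitors and activators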
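Recombinant human alpha-glucosidase (4 nM final) hydrolysed bovine liver glycogen (30 ug) for 40 min at 37 C in pH 5.0 citrate/phosphate with 0.01% Tween-20. Released glucose detected by glucose oxidase/Amplex Red, Ex 573/Em 610 nm. Compounds up to 77 uM; AC50 from Hill fits.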
* = called active by the depositor; i = inactive; ? = inconclusive; . = no result given; & = joins results of further samples; [ ] = remark or other dose. Unless noted, calls follow the shape of the dose curve; as a rule, active = well fitted curve in the direction sought with a large enough effect; inconclusive = small, poorly fitted or top-dose-only effect, or another doubt; inactive = no such curve, though single readings can be large; an effect the other way counts as inactive or inconclusive. Unless noted, % is scaled to controls: 0 for no effect and ±100 for the full control effect; potency is read from the fitted curve at half-maximal effect. Some of the compounds tested; the hit share may differ from the screen's.

molecule	GAA glycogen	TexasRed fluor	RECQ1 helicase	L3MBTL1 inh	GAA inhib	GAA spleen mod	TRb-SRC2 inh	GoLoco inh red
O=C(NNS(=O)(=O)c1ccc(CCCl)cc1)C(O)(c1ccccc1)c1ccccc1	3%	-4%	-6%	3%	-12%	-4%	4%	-4%
CC(C)[C@@H](CC(=O)N[C@@H]1CCCC[C@H]1C(=O)N[C@H](CC(=O)N[C@@H](CCC(=O)O)CC(=O)O)Cc1c[nH]c2ccccc12)NC(=O)C[C@H](CO)NC(=O)[C@@H]1CCCC[C@H]1N	.	-2%	-2%	.	.	2%	4%	1%
Cc1cc(NC(=O)CCN2C(=O)C3C4CCC(C4)C3C2=O)cc(C)c1Br (stereo unspecified)	-1%	2%	i	-11%	0%	-1%	?	11%
Cc1occc1-c1nnc(SCC(=O)NCc2ccc3c(c2)OCO3)n1CC(C)C	-16%	-4%	-8%	-3%	5%	-3%	-4%	8%
CCOc1ccc2[nH]c(=O)c(C(c3nnnn3Cc3ccco3)N3CCN(C)CC3)cc2c1 (stereo unspecified)	-11%	-8%	7.1µM*	-25%	11%	11%	?	14%
Cc1ccc(CN=C(N)Nc2nc(C)cc(C)n2)cc1	21%	1%	i	3%	?	-11%	3%	8%
COc1ccc(Oc2coc3cc(OC(=O)c4cncc(Br)c4)ccc3c2=O)cc1	-4%	-6%	-5%	4%	2%	-10%	3%	5%
O=C(NCCc1nnc2ccc(NCc3cccnc3)nn12)c1ccccc1F	4%	-2%	-6%	.	-2%	-4%	0%	-14%
CCO[C@@H]1OC(C(=O)NCc2ccccc2)=C[C@H](C2CCCCC2)[C@H]1CCCO	?	-2%	-1%	-5%	.	-5%	-3%	-8%
CC(=O)/C(C#N)=C1\NC(=O)C(Cc2cc(Cl)ccc2Cl)S1 (stereo unspecified)	-16%	-5%	-4%	.	.	-2%	-4%	3%
O=C(NC1CCc2ccccc21)C1CCN(S(=O)(=O)c2ccc(Cl)cc2)CC1 (stereo unspecified)	-5%	-1%	14%	-3%	0%	-7%	1%	2%
CNc1ccccc1	.	-2%	16%	-4%	.	0%	10%	0%
CCN1CCCC1CNC(=O)c1cc(NC(C)=O)c(N(C)C)cc1OC (stereo unspecified)	-9%	1%	-4%	3%	3%	1%	-17%	14%
Cc1ccc(C)c(NC(=O)C2CCCN2C(=O)OC(C)(C)C)c1 (stereo unspecified)	8%	-4%	-5%	3%	-6%	-2%	-3%	1%
COc1cc(NC(=O)c2cc(Br)cc(C)c2OC)ccc1NC(=O)C(C)C	-1%	1%	i	2%	-7%	3%	3%	5%
Cc1ccnc2nc(C(=O)NCc3ccccc3)nn12	-2%	0%	-3%	5%	12%	-2%	-4%	-2%
CCCOc1ccccc1N/C(N)=N/c1nc(C)cc(C)n1	8%	0%	25%	-7%	7%	6%	-1%	9%
COc1ccccc1/C=C1\SC(=S)N(CC(=O)Nc2nnc(C)s2)C1=O	-1%	1%	?	-1%	4%	-6%	12%	6%
CC(C)C(NC(=O)C1CCCCC1)C(=O)NCc1ccccn1 (stereo unspecified)	3%	-5%	-30%	-3%	2%	-11%	-6%	0%
Cc1ccc(S(=O)(=O)/N=C(/NC(=S)Nc2c(C)n(C)n(-c3ccccc3)c2=O)c2ccccc2)cc1	-11%	1%	1%	6%	.	-1%	9%	-1%
COC(=O)CCC(=O)OC1(C)C(=O)C=C2C=C(C3CC3)N(CCCOC(C)C)C=C2C1=O (stereo unspecified)	15%	-1%[11.2 µM]	-11%[11.5 µM]	.	.	-13%[17.4 µM]	7%[11.2 µM]	-13%[14.2 µM]
Cc1ccccc1-c1cc(C(=O)n2cccn2)c2cc(Cl)ccc2n1	2%	-3%	-4%	2%	1%	-6%	-18%	2%
CC(=O)c1cccc(N(C(=O)Cn2nnc3ccccc32)C(C(=O)NCc2ccccc2)c2ccccn2)c1 (stereo unspecified)	-3%	-1%	-3%	7%	-6%	-15%	2%	5%
COc1ccc2[nH]c(=O)c(C(c3nnnn3CC3CCCO3)N3CCc4ccccc4C3)cc2c1 (stereo unspecified)	2%	-6%	-1%	-6%	8%	10%	3%	3%
CN1Cc2c(N3CCOCC3)nc3sc(C(=O)c4ccc(Br)cc4)c(N)c3c2CC1(C)C	-1%	-1%	-11%	-21%	.	-1%	-8%	13%
C=CCN(c1ccccc1)S(=O)(=O)c1cccc(C(=O)Nc2nc3ccccc3[nH]2)c1	-3%	-18%	-2%	0%	-11%	-13%	5%	17%
CC1COc2ccccc2N1C(=O)c1ccc(Cl)nc1 (stereo unspecified)	-3%	-2%	i	0%	-4%	-17%	6%	0%
COc1ccccc1N1C(=O)C2C3C=CC(C3)C2C1=O (stereo unspecified)	5%	-1%	-5%	1%	-4%	-11%	-7%	4%
C/C(N)=C(/C#N)C(=O)COc1ncnc2ccc(Br)cc12	7%	-2%	-12%	2%	7%	-9%	5%	8%
CCNC(=O)NCCNC(=O)c1cc(OCC(F)(F)F)ccc1OCC(F)(F)F	4%	-1%	-17%	.	-6%	1%	0%	-17%
COCc1cc(=O)[nH]c(/N=C(\N)Nc2cccc(Cl)c2)n1	-11%	-2%	-3%	0%	?	-2%	3%	0%
O=S(=O)(O)c1ccc(N2N=C(c3ccccc3)CC2c2ccccc2)cc1 (stereo unspecified)	5%	-2%	-9%	18%	?	83%	-4%	-1%
CSc1nc(NCC(C)C)nc(N2CCOCC2)n1	-2%	-6%	8%	.	-3%	-8%	4%	2%
COc1cc(OC)c2c(-c3ccccc3)cc(=O)oc2c1C(CC(=O)N1CCOCC1)c1ccc(N(C)C)cc1 (stereo unspecified)	-7%	-1%&1%	-7%	.	.	-2%&-2%	-4%&0%	-6%
Cc1ccc(-n2nc3c(=S)[nH]nc(C)c3c2C)cc1	-20%	-3%	-6%	-1%	-4%	1%	-18%	8%
CCOc1ccc(CNC(=O)CCS(=O)(=O)Cc2cccc(Cl)c2)cc1OC	-4%	-1%	-8%	.	-7%	-3%	-1%	1%
Cc1cccc(CCNC(=O)CC2C(=O)NCCN2Cc2ccc(F)c(F)c2)n1 (stereo unspecified)	15%	0%	-10%	-1%	11%	0%	-7%	-38%
COc1ccc(C2=Nn3c(nnc3-c3ccc(OC)cc3OC)SC2)c(OC)c1	.	-1%	-9%	.	.	-1%	-2%	.
CNC(=S)N1CCn2cccc2C1c1ccc(F)cc1 (stereo unspecified)	-1%	-2%	i	9%	6%	1%	-10%	7%
COc1cccc(CSc2nnc(-c3ccc(F)cc3)o2)c1	0%	-7%	-4%	.	0%	6%	2%	3%
Cc1ccc(-n2ncc3c(=O)n(CC(=O)Nc4cccc(Cl)c4)cnc32)cc1C	-5%	-1%	7%	-6%	1%	10%	-9%	-7%
Cc1nn(-c2ccccc2)c(C)c1C(=O)OCC(=O)c1c(N)n(CC(C)C)c(=O)n(C)c1=O	-14%	-2%	-10%	-3%	-2%	-1%	3%	0%
COc1ccc(CCNC(=O)c2cc(-c3ccccn3)nc3c(Cl)cccc23)cc1OC	-6%	-2%	-9%	-1%[11.4 µM]	0%	-3%	4%	17%
O=C(Nc1cc(Cl)ccc1O)c1cc2n(n1)C(C(F)(F)F)CC(c1ccc3c(c1)OCO3)N2 (stereo unspecified)	-13%	1%	-9%	-15%	-4%	-7%	-3%	3%
CC1(O)C(=O)C=C2C=C(c3ccsc3)OC=C2C1=O (stereo unspecified)	.	-1%	-8%	.	.	3%	9%	1%
Cc1ccc(C(=O)c2cc3c(cc2N)OCCO3)cc1	-4%	-3%	-7%	?	-2%	-10%	-9%	5%
COc1cc(/C=N/NC(=O)CNC(=O)c2ccccc2)ccc1OC(=O)c1cccs1	-8%	-2%	i	-4%	4%	-2%	5%	-6%
CCC(C)(C)C(=O)O	.	-1%	-2%	4%	.	4%	7%	3%
O=C(NCc1ccc(Cl)cc1)c1ccc(-n2cccn2)nc1	-3%	-2%	-4%	-1%	4%	-7%	-1%	12%
COc1c(Cl)cc(C(=O)Nc2ccccc2-c2ccccc2)cc1Cl	0%	0%[53 µM]	i	37%[activator]	1%	-4%	-22%[53 µM]	5%
Cc1nc2sc3c(c2c2nnc(SCC(=O)NCc4ccco4)n12)CCCC3	-3%	-1%	-11%	-12%	-3%	-11%	-6%	16%
O=C1c2ccsc2SCCN1Cc1cccc(Cl)c1	-11%	2%	-7%	.	-4%	-5%	-1%	-12%
Cc1cccc2cc(C(c3nnnn3CC3CCCO3)N3CCCC4(CCCCC4)C3)c(=O)[nH]c12 (stereo unspecified)	2%	-4%	-3%	2%	-6%	-1%	4%	6%

Fetched one by one from the entries so far:
molecule	GAA glycogen	TexasRed fluor	RECQ1 helicase	L3MBTL1 inh	GAA inhib	GAA spleen mod	TRb-SRC2 inh	GoLoco inh red
CN1Cc2c(N3CCOCC3)nc3sc(C(=O)c4ccc(Br)cc4)c(N)c3c2CC1(C)C	-1%	-1%	-11%	-21%	.	-1%	-8%	13%
CC(=O)c1cccc(N(C(=O)Cn2nnc3ccccc32)C(C(=O)NCc2ccccc2)c2ccccn2)c1 (stereo unspecified)	-3%	-1%	-3%	7%	-6%	-15%	2%	5%
Cc1ccc(-n2nc3c(=S)[nH]nc(C)c3c2C)cc1	-20%	-3%	-6%	-1%	-4%	1%	-18%	8%
Cc1ccc(C(=O)c2cc3c(cc2N)OCCO3)cc1	-4%	-3%	-7%	?	-2%	-10%	-9%	5%
COc1ccccc1N1C(=O)C2C3C=CC(C3)C2C1=O (stereo unspecified)	5%	-1%	-5%	1%	-4%	-11%	-7%	4%
